# APP transl inh: inhibitors of APP translation via 5'UTR reporter, primary screen, APP 5'UTR luciferase, SH-SY5Y cells; SH-SY5Y APP 5'UTR-luciferase reporter, luminescence; 0.82% of 190,000 active; inhibition, % at 2 µM; AID 1285, 2008;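 active means inhibition above a set limit, derived from the sample mean plus 3 SD, cut at about 45% in these data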; further: values of inactives mirror those of a sister screen read the other way
# G6PDH CS: L. mesenteroides G6PDH inhibitors, counter-screen for G6PDH-coupled screening assays, biochemical, Leuconostoc mesenteroides enzyme | glucose-6-phosphate dehydrogenase [Leuconostoc mesenteroides] | Purified L. mesenteroides G6PDH, diaphorase/resazurin coupled fluorescence, 45 min | inhibition, % at 5 µM | 0.12% of 200,000 active; in the data active means inhibition above about 50%
# Redox H2O2 prof: compounds producing H2O2 with reducing agent – biochemical, NIH compound library profiling, artefact control for MLSCN library redox annotation, primary screen; activation, % at 10 µM; 0.03% of 200,000 active; AID 878, 2007; DTT-dependent redox cycling H2O2, phenol red/HRP absorbance; 100% = 100 µM peroxide control, 0% = buffer;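 active means activation of at least 50% relative to the plate's high and low controls in the primary single-dose screen; inactive means activation below 50%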;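 further: compound incubated with DTT at 0.8 mM final as the reducing agent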
# FLuc inhib CS: firefly luciferase enzyme inhibitors, primary screen, artefact control for luciferase-based inhibitor screens, biochemical, luminescence, ATPLite; 10 min; AID 1006, 2008; Luciferin 4-monooxygenase (Photinus pyralis), P08659; 1.5% of 200,000 active; inhibition, % at 10 µM;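 active means inhibition above about 50% when tested at 10 µM, limit read from the data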
# Target sequence (P08659 whole entry, looked up): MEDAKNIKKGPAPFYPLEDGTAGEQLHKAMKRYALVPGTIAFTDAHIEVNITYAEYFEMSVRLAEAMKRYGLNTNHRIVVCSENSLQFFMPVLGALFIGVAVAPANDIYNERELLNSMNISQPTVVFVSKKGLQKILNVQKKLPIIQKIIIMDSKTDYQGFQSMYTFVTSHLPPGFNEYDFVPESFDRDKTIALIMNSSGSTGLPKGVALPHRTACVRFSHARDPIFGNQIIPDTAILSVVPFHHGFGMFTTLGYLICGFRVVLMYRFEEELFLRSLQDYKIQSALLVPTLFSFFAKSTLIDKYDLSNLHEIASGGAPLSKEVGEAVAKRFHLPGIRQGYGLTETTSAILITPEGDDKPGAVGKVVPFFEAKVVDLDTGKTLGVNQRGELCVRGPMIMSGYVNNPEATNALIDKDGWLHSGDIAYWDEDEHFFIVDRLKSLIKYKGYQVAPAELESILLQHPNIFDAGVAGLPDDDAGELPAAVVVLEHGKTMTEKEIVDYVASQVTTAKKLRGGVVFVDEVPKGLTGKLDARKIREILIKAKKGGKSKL
# Hsp70 activator: Hsp70 transcriptional activators, primary screen, cell-based, HeLa, Hsp70 promoter luciferase, luminescence, 10 µM; HeLa Hsp70 promoter luciferase reporter; scaled: vehicle 0, proteasome-inhibitor control 100%; activation, % at 10 µM; 0.04% of 200,000 active;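 active means activation above the mean across all tested compounds plus 3 SD, cutoff set per campaign, cut at about 5.5% in these data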;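 further: 100% = MG132 at 30 µM as the positive control and 0% = DMSO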
# FLuc stim CS: FLuc activators, initial screening, artefact control for FLuc-dependent activation tests, biochemical, ATPlite luminescence; Luciferin 4-monooxygenase (Photinus pyralis), P08659; ATPlite luciferase biochemical, 10 min; 0 = ATP-free wells, 1 = DMSO control; activation factor at 10 µM; 200,000 tested, under 10 active; AID 1027, 2008;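 active means luciferase activation factor, scaled between plate controls, of at least 2 with compound at 10 µM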
#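 System: cell-free luciferase reagent; medium: PBS as buffer for the ATP substrate; doses: test compounds dosed from 2 mM stocks in 100% DMSO; incubation: 10 min, room temperature; measured by: luminescence from luciferase reaction; read-out: luciferase activation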
# Efa HMGR inh: inhibitors of E. faecalis class II HMGR, primary screen, biochemical, Enterococcus faecalis | HMG-CoA reductase (Enterococcus faecalis, mvaE) | AID 1066, 2008 | inhibition, % at 10 µM | purified E. faecalis HMGR, NADPH absorbance 340 nm kinetic | 0.41% of 190,000 active;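 active means inhibition above a set limit, the median over all tested compounds plus 3 SD, cut at about 9.5% in these data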;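 further: enzyme runs in reverse so mevalonate oxidation gives rising NADPH absorbance; 0% = complete reaction with DMSO and 100% = background rate lacking mevalonate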
# NF-kB expr up: activators of NF-kB expression in neurons, primary screen, cell-based, HTS | fold change at 12.5 µM | AID 1239, 2008 | 1.6% of 190,000 active | human neuronal cells, NF-kB reporter expression; active compounds read high; in the data active means fold change above about 3.3
# STAT1 act: STAT1 signaling activators, primary screen, cell-based, HTS, luciferase reporter. NIH 3T3 STAT1-luciferase reporter, IFN-gamma, luminescence; 100% = IFN-gamma alone, no compound. activation (% of control), % at 5.5 µM. 2.6% of 200,000 active. AID 932, 2007;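 active means activation above the screen-wide mean activation plus 3 SD, cut at about 130% in these data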;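 further: raw ratio to IFN-gamma control signal so 100% means no change and 0% no light; values of inactives mirror those of a sister screen read the other way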
# APP 5'UTR act: activators of APP 5'UTR luciferase reporter, primary screen, SH-SY5Y cells. SH-SY5Y APP 5'UTR luciferase reporter, luminescence; zero percent = DMSO vehicle wells. activation, % at 2 µM. 1% of 190,000 active. AID 1276, 2008;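 active means activation above a set limit, based on mean plus 3 SD of controls, cut at about 140% in these data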; further: values of inactives mirror those of a sister screen read the other way
# * marks the source's active call; other numbers are inactive results; . = not tested or not shown.
mol	APP transl inh	G6PDH CS	Redox H2O2 prof	FLuc inhib CS	Hsp70 activator	FLuc stim CS	Efa HMGR inh	NF-kB expr up	STAT1 act	APP 5'UTR act
Cc1nc2ccccc2cc1OCc1ccc(Cl)cc1	.	-19	1.9	0	0.0	1	-7	1.2	89	.
CCOc1ccc(/C=N/NC(=O)c2ccccc2NC(=O)c2ccc(OC)cc2)cc1	-19	-13	-0.1	94*	-0.3	0.1	0	1.1	75	19
Cc1cccc(Nc2nc(N)nc(CN3CCC(C(N)=O)CC3)n2)c1C	-12	8	-1.1	-2	-0.3	1	4	1.2	97	12
O=S(=O)(Cc1ccccc1)N1CCCCC1	.	6	0.3	-1	0.0	1	2	1.1	101	.
c1coc(CNc2ncnc3c2oc2ccccc23)c1	-8	0	-0.6	-1	0.1	1	-2	1.8	85	7
O=C(NCc1ccccn1)c1n[nH]c2ccccc12	-21	4	-0.2	9	0.1	0.9	-1	1.4	110	21
Cc1sc2ncn(CC(=O)NCC3COc4ccccc4O3)c(=O)c2c1S(=O)(=O)N1CCOCC1 (stereo unspecified)	11	5	-1.7	-2	-0.1	1	-2	1.1	91	-11
CCOc1ccc(CCNC(=O)COC(=O)c2cccnc2OCC)cc1OCC	-7	4	-0.9	-6	-0.1	1.1	-2	1.2	106	7
CCCc1cc(=O)oc2cc3occ(C)c3cc12	-5	10	-2.3	-4	-0.2	1	-5	1.3	100	5
Cc1csc(NC(=O)C2C3C=CC(O3)C2C(=O)O)n1 (stereo unspecified)	8	4	1.1	-5	-0.2	1.1	-2	1.1	102	-8
Cn1/c(=N/N=C/c2ccc(Cl)c([N+](=O)[O-])c2)sc2ccccc21	-9	3	-3.6	11	-0.1	0.9	-1	1.4	96	9
CC(C)CCN1CCN(Cc2ccsc2)CC1CCO (stereo unspecified)	9	7	-0.7	-7	-0.4	1.1	-7	1.2	96	-9
O=C(COc1ccc(F)cc1)N1CCC(c2ccccc2)C1 (stereo unspecified)	-47	3	0.5	8	0.2	0.9	1	2	136*	47
COc1cc(N2C(=O)NC3CC2(C)Oc2ccccc23)cc(OC)c1OC (stereo unspecified)	-1	10	1.6	-6	-0.1	1.1	3	1.1	103	1
O=C(C1CCC(CNc2c(N3CCCCC3)c(=O)c2=O)CC1)N1CCc2ccccc2C1 (stereo unspecified)	5	21	-0.3	3	0.1	1	-8	1	96	-5
COc1ccc(N(C(=O)Cn2nnc3ccccc32)C(C(=O)NC(C)(C)C)c2ccc(OC)c(O)c2)cc1 (stereo unspecified)	2	13	-0.6	-3	-0.2	1	-4	1.1	104	-2
CCNC(=O)Cn1c(=O)c2c(ncn2Cc2ccccc2)n(Cc2ccccc2)c1=O	10	6	-1.0	-8	0.5	1.1	0	0.89	99	-10
Cc1nc2c(sc3nc4c(cc32)COC(C)(C)C4)c(=O)n1CC(=O)NCc1ccco1	-5	.	-0.7	.	0.6	.	-3	2.5	131*	5
O=C(CN(c1cccc(C(F)(F)F)c1)S(=O)(=O)c1ccccc1)N1CCOCC1	2	20	-2.7	-3	-0.4	1	2	0.89	94	-2
Cc1ccc(C2(C(F)(F)F)NC(=O)N3N=C4CCCCCN4C3=C2C#N)cc1 (stereo unspecified)	13	1	-3.7	-8	-0.3	1.1	-1	1.3	91	-13

# Carrying on:
mol	APP transl inh	G6PDH CS	Redox H2O2 prof	FLuc inhib CS	Hsp70 activator	FLuc stim CS	Efa HMGR inh	NF-kB expr up	STAT1 act	APP 5'UTR act
COc1ccc(CNCc2cn(-c3cccc(F)c3)nc2-c2ccc(C)o2)cc1	-4	10	-1.3	-2	-0.1	1	-4	0.91	106	4
COC(=O)CNC(=O)COC(=O)c1ccc(Cl)nc1	3	1	-2.1	-5	0.1	1.1	1	1.3	108	-3
CC(C)(C)c1ccc(C(=O)Nc2ccc(CC(=O)O)cc2)o1	.	1	5.9	51*	-0.6	0.5	-1	0.38	50	.
CCN(CC)c1ccc(NS(=O)(=O)c2ccc(OC)cc2)cc1	-5	19	0.0	-6	-0.3	1.1	-2	0.91	92	5
Cc1cc(Cl)cc(C)c1OCCCCn1ccnc1	-11	2	-1.6	-4	-0.2	1	-6	0.74	95	11
Cc1ccc(Nc2nc(N)nc(CN3CCN(Cc4ccc5c(c4)OCO5)CC3)n2)c(C)c1	-2	1	2.2	-5	0.1	1	-1	0.85	101	3
Cc1ccc(N2CCN(C(=O)c3ccccc3Br)CC2)c(C)c1	-8	-7	-1.3	-3	0.0	1	-3	0.86	95	8
CCOc1ccccc1NC(=O)Cn1c(=O)n(CCC(=O)NC2CCCC2)c(=O)c2ccccc21	6	-3	0.0	-6	-0.1	1.1	1	0.9	94	-6
CCSC1=N/C(=C\c2ccccc2)C(=O)N1	-6	9	0.0	2	-0.1	1	-7	1.5	103	6
CCCNS(=O)(=O)c1cc(Cl)ccc1OC	-13	13	-0.3	-6	0.2	1.1	-4	1.1	96	13
CCOC(=O)C1CCN(C(=O)CSCc2nc(-c3ccc(OCC)cc3)oc2C)CC1	12	-20	-2.5	-5	0.1	1.1	0	0.65	103	-12
COc1ccc(C(=O)CSc2nc(C(C)(C)C)nc3ccccc23)cc1	18	10	-2.8	-5	-0.1	1.1	-5	0.91	89	-18
CCOc1ccccc1-n1c(SCC(N)=O)nnc1-c1ccc(O)cc1	7	14	2.5	-2	-0.3	1	1	1.6	100	-7
Cc1cc(C)cc(N(CC(=O)NCc2ccc3c(c2)OCO3)C(=O)CCC(=O)Nc2ccccn2)c1	4	2	1.3	-6	0.0	1.1	-5	1.1	100	-4
O=C(N/N=C1\CC2CC=CC12)c1ccc(Br)cc1 (stereo unspecified)	-1	8	0.2	1	-0.1	1	-4	1.5	103	1
COc1ccc2cc(CCC(C)=O)ccc2c1	-50	5	.	15	0.1	0.9	4	.	.	50
COc1cc(Cl)nn(-c2ccccc2)c1=O	-23	3	1.4	-2	-0.3	1	-1	1.1	100	23
CCOC(=O)N1CCC(Nc2c(Nc3ccc(F)cc3)c(=O)c2=O)CC1	14	-3	0.3	-2	-0.1	1	-3	1.4	102	-13
CCC(Oc1ccccc1)C(=O)NCc1cccnc1 (stereo unspecified)	-2	1	1.2	0	0.6	1	-2	1.1	97	2
CCOc1ccccc1C(=O)NCC(=O)NCCCc1ccccc1	-10	7	-0.2	-4	0.1	1	7	1.3	108	10

# Structural class, the compounds so far with bromine (two)
mol	APP transl inh	G6PDH CS	Redox H2O2 prof	FLuc inhib CS	Hsp70 activator	FLuc stim CS	Efa HMGR inh	NF-kB expr up	STAT1 act	APP 5'UTR act
Cc1ccc(N2CCN(C(=O)c3ccccc3Br)CC2)c(C)c1	-8	-7	-1.3	-3	0.0	1	-3	0.86	95	8
O=C(N/N=C1\CC2CC=CC12)c1ccc(Br)cc1 (stereo unspecified)	-1	8	0.2	1	-0.1	1	-4	1.5	103	1

# (list continues)
mol	APP transl inh	G6PDH CS	Redox H2O2 prof	FLuc inhib CS	Hsp70 activator	FLuc stim CS	Efa HMGR inh	NF-kB expr up	STAT1 act	APP 5'UTR act
CCNC(=O)COC(=O)CCC(=O)c1cccs1	-6	21	-1.2	1	-0.2	1	-2	1.2	111	6
Cc1cc(C(=O)N/N=C2\CCCC(=O)C2)c(C)n1-c1ccccc1	-4	-10	0.9	-5	-0.1	1	-15	1.1	128	4
CCn1c(=O)cc(SCC(=O)Nc2cccnc2)c2ccccc21	-1	-33	0.7	-5	-0.3	1	5	0.98	95	1
CCCNC(=O)c1cc(-c2ccc(OC)cc2)n(CCCOC)c1C	-1	-4	0.2	-3	0.1	1	-2	1.1	94	1
O=C(Nc1ccc(Cl)cc1)N1CC=CCC1	-13	2	-0.7	11	0.2	0.9	-4	2.8	110	13
CC(C)c1csc2nc3n(c(=O)c12)CCCCC3	15	8	-3.2	-4	-0.2	1	-5	0.96	112	-15
CCOc1cc(C(=O)Nc2cnccn2)cc(OCC)c1OCC	6	-16	1.6	-7	-0.2	1.1	0	0.88	100	-6
COc1ccc(Cl)cc1NC(=O)CS(=O)(=O)c1cccc2nsnc12	1	2	1.9	-1	-0.1	1	2	1.3	104	-1
Cc1nc(C)c(CCNC(=O)c2ccc(C(F)(F)F)cc2)s1	-5	-13	0.3	6	-0.1	0.9	-4	1.1	106	5
O=C(NCc1cccnc1)c1sc2ccccc2c1Cl	-10	-11	-3.7	-5	-0.1	1.1	0	1.1	97	10
COc1cccc(OC)c1C(=O)Nc1cccnc1	10	-4	7.2	-6	-0.5	1.1	5	1.3	102	-10
Cc1ccccc1OCC(=O)NC(=S)Nc1ccc(S(=O)(=O)NC2CCCCC2)cc1	-2	5	1.5	-10	-0.3	1.1	-4	1.2	103	2
Fc1ccc(C(Nc2ccccn2)c2c[nH]c3ccccc23)cc1 (stereo unspecified)	-10	14	-0.2	-5	-0.3	1.1	9	1.2	93	10
CCN(CC)S(=O)(=O)c1cccc2nsnc12	1	16	1.7	-6	0.0	1.1	2	0.98	97	-1
Cc1cccc(C(=O)Nc2cc(C)ccc2NC(=O)COc2ccccc2)c1	4	2	2.5	-8	-0.5	1.1	-6	0.87	98	-4
COc1ccc(/C=N/NC(=O)c2cc(O)c(O)c(O)c2)cc1Cn1cc([N+](=O)[O-])cn1	-20	7	-1.6	-2	0.1	1	-1	1.1	100	20
COc1ccc2cc(CN(CC3CCCO3)S(=O)(=O)c3ccc(C(C)=O)cc3)c(=O)[nH]c2c1 (stereo unspecified)	.	9	0.1	0	-0.2	1	-2	0.79	103	.
NC(=O)c1ccc(Sc2nnc(-c3cccs3)n2CC2CCCO2)c([N+](=O)[O-])c1 (stereo unspecified)	-24	-9	0.2	5	-0.2	0.9	1	1	96	24
Cc1nc2nc(NCc3cccs3)nn2c(C)c1Cl	-4	7	0.1	-9	-0.1	1.1	-1	1.2	104	5
Cc1ccc(S(=O)(=O)C(C#N)c2nc3ccccc3nc2N2CCN(C)CC2)cc1C (stereo unspecified)	-6	6	0.0	3	0.0	1	2	1	106	6

# (listing goes on)
mol	APP transl inh	G6PDH CS	Redox H2O2 prof	FLuc inhib CS	Hsp70 activator	FLuc stim CS	Efa HMGR inh	NF-kB expr up	STAT1 act	APP 5'UTR act
CCOc1cc(/C=C2\CCCC(C(=O)C(F)(F)F)=C2O)ccc1O	-17	5	-0.3	-2	-0.2	1	2	2	98	17
Cc1nn(C)c(C(=O)NN)c1Cl	-4	4	-0.1	-3	-0.2	1	1	1.1	93	4
Nc1c(NCCCN2CCOCC2)c2ccccc2oc1=O	-16	6	3.0	3	-0.4	1	4	1.1	102	16
CCOC(=O)c1c(C)c(C(=O)NCC2CCCO2)c(C)n1CC (stereo unspecified)	-14	0	0.2	-4	-0.4	1	4	0.95	103	14

# Bioassay records (PubChem)

# This is a random part of the collection. About 5.3% of those tested had a hit in this group.
